Screening results deposited in PubChem BioAssay by several laboratories.
MrgX1 antagonist: antagonists of human MrgX1 receptor, primary screen, HEK293 cells, Fluo-4 calcium flux; BAM8-22 antagonism; active compounds read low; hit rate 1.3% among 310,000; B-score at 10 µM;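 active = calcium-response B-score plate-corrected more than 3 library SD below zero, starting fluorescence within 5 deviations, no agonist response on first addition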;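 also: peak minus trough fluorescence over baseline after final BAM8-22 challenge near maximal dose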
Target sequence (Q96LB2 whole entry, looked up): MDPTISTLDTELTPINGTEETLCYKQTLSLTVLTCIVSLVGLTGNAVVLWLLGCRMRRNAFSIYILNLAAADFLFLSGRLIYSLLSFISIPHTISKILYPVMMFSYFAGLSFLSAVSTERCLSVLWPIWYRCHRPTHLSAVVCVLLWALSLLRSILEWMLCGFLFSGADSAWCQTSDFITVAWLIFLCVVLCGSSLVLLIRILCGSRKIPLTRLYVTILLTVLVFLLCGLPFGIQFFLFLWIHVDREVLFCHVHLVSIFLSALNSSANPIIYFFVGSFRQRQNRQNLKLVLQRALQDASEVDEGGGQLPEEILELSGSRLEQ
TRPC6 activator: mouse TRPC6 channel activators, primary screen, cell-based, HEK293, membrane potential dye. Short transient receptor potential channel 6 (Mus musculus), Q61143. AID 2550, 2010. hit rate 0.13% among 310,000. B-score at 10 µM. HEK293-TRPC6 membrane potential dye fluorescence; active compounds read high;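 active = B-score of the integrated fluorescence ratio above library mean plus 3 SD, and starting fluorescence ratio within library mean plus 5 SD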;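 also: higher score means more depolarization so channel activation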
TRPC4 block: inhibitors of mouse TRPC4 channel, primary screen, Fluo4 calcium, HEK293 TRPC4beta/mu-opioid cells; Short transient receptor potential channel 4 (Mus musculus), Q9QUQ5; B-score at 10 µM; AID 2247, 2010; hit rate 0.39% among 300,000; DAMGO-evoked Fluo4 calcium flux; active compounds read low;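 active = B-score over 3 SD under the library average, no early fluorescence shift, positive overall ratio signal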
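test system = HEK293 cells with stable TRPC4beta plus mu-opioid receptor expression | detection = Fluo4 Ca2+ flux fluorescence | read-out = integrated fluorescence ratio relative to baseline, converted to per-well B score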
TRPC6 inh: mouse TRPC6 channel inhibitors, primary screen, cell-based, HEK293, membrane potential dye | ACh-evoked depolarization; active compounds read low | Short transient receptor potential channel 6 (Mus musculus), Q61143 | AID 2553, 2010 | hit rate 1.1% among 310,000 | B-score at 10 µM;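 active = B-score under library mean minus 3 SD, initial fluorescence not abnormally high, positive integrated signal ratio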;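 also: B-score derived from integrated fluorescence ratio over the kinetic read; more negative B-score means stronger inhibition of depolarization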
HIF activator: HIF pathway transcriptional activators, primary screen, cell-based, U2OS HRE-luciferase, luminescence | U2OS HRE-luciferase reporter; normalized: DMSO 0%, desferrioxamine 100% | activation, % at 7.5 µM (by protocol) | hit rate 0.32% among 300,000;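 active = mean activation of at least 10% of the iron chelator positive control signal, with at least half of replicates also reaching 10%; inconclusive = mean and replicate majority disagree about reaching 10%; inactive = mean and most replicates under 10%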
RGS4 act: RGS4 potentiators or activators, primary screen, cell-based, HEK293 M3R inducible RGS4, calcium flux. carbachol calcium flux Fluo4; active compounds read low. B-score at 10 µM. hit rate 0.92% among 310,000. AID 463111, 2010;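 active = B-score of the integrated calcium signal more than 4 SD below the library mean, with starting fluorescence not abnormally high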;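 also: negative B-score means reduced calcium response which marks RGS4 activation or potentiation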
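test system = M3R-expressing HEK293 line, RGS4 induced by doxycycline | probe or stimulus = carbachol at ECmax as muscarinic agonist stimulus | timing = dye loading 30 min 37 °C, buffer rest 30 min RT | signal = calcium dye Fluo4 fluorescence | evaluation = B score from integrated fluorescence ratio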
MrgX1 agonist: agonists of human MrgX1 receptor, primary screen, HEK293 cells, Fluo-4 calcium flux; Fluo-4 calcium fluorescence, agonist mode; active compounds read high; B-score at 10 µM; hit rate 0.44% among 310,000; AID 588627, 2011;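 active = calcium response B-score plate-corrected fluorescence ratio at least 3 library SD, with starting fluorescence B-score inside 5 SD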
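Assay system: stable human MrgX1 HEK293 cell line. Quantity: 15,000 cells per well. Schedule: cells plated overnight, dye loaded 0.5 h 37 °C, 0.5 h room temperature. Detection: Fluo-4 NW calcium-flux fluorescence, kinetic read. Read-out basis: peak-minus-minimum fluorescence over baseline, converted to B scores. Control set: positive and negative control wells on each plate.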
Platelet DG rel: inhibitors of platelet dense granule secretion, primary screen, cell-based, MLPCN, human platelets | AID 1663, 2009 | hit rate 0.22% among 300,000 | human platelet-rich plasma, SFLLRN dense granule ATP release, luminescence | inhibition, %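 (compounds screened at 7.5 µM in platelet-rich plasma)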;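 active = mean replicate score, as percent of positive control, at or above 50; inconclusive = mean below 50 but at least one replicate at or above 50; inactive = mean and every replicate below 50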
SKKanGAS inh: S. pyogenes SKKanGAS growth inhibitors in kanamycin, primary screen, streptokinase expression inhibitor project, SKKanGAS strain, BacTiter-Glo luminescence; 6 h; inhibition, % at 7.5 µM; hit rate 1.3% among 300,000; AID 1662, 2009;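 active = mean replicate score, as percent of positive control median, at least 50; inconclusive = mean below 50 but one replicate at or above 50; inactive = mean and every replicate below 50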;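 also: strain carries kanamycin resistance gene driven by streptokinase promoter and grows in 40 µg/ml kanamycin; loss of luminescence reflects streptokinase promoter inhibition or plain growth inhibition; 0% = median of DMSO wells and 100% = positive control at its reference dose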
MrgX1 PAM: positive allosteric modulators of MrgX1, primary screen, HEK293 cells, Fluo-4 calcium flux; FDSS; active compounds read high; Mas-related G-protein coupled receptor member X1 (Homo sapiens), Q96LB2; B-score at 10 µM; hit rate 0.63% among 310,000;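 active = plate-corrected calcium response at least 3 library SD above typical, normal starting fluorescence, not activating the receptor alone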;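 also: compound read alongside a low EC10 to EC30 dose of BAM8-22 agonist; peak minus trough fluorescence over baseline measured at the second addition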
RGS4 block: RGS4 inhibitors, primary screen, cell-based, HEK293 M3R inducible RGS4, calcium flux | Fluo-4 calcium flux; active compounds read high; triggered by carbachol at its EC20 | hit rate 0.45% among 310,000 | B-score at 10 µM;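 active = B-score, a plate-corrected calcium signal, over three deviations above library mean, with baseline fluorescence within five deviations of library mean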;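 also: RGS4 expression induced by doxycycline in cells with stable M3 receptor; B-score is computed from the integrated fluorescence ratio over baseline after carbachol; higher B-score means a larger calcium signal and so more RGS4 inhibition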
Target sequence (P49798 whole entry, looked up): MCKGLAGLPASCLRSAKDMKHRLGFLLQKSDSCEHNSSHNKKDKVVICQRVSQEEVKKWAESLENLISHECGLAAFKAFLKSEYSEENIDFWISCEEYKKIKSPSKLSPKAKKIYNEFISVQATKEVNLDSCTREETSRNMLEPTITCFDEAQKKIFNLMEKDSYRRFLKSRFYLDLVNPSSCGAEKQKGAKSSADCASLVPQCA
Active calls of the source: *; i = inactive; u = inconclusive; x = no result given. This is a random part of the collection, and some 6.1% of all compounds hit somewhere here.

SMILES	MrgX1 antagonist	TRPC6 activator	TRPC4 block	TRPC6 inh	HIF activator	RGS4 act	MrgX1 agonist	Platelet DG rel	SKKanGAS inh	MrgX1 PAM	RGS4 block
O=C(NCc1n[nH]c(=S)n1-c1cccc(C(F)(F)F)c1)c1ccc(S(=O)(=O)N2CCCC2)cc1	i	i	i	i	0.1	i	i	9	0	i	i
COc1ccc(OC)c(NC(=O)C(=O)NNC(=O)COc2ccc(Br)cc2C)c1	i	i	i	i	0.2	i	i	-2	121*	i	i
O=C(Nc1ccnn1C1CCN(CCCc2ccccc2)CC1)c1ccccc1Cl	i	i	i	i	-0.5	i	i	1	5	i	i
COc1ccccc1CNC(=O)OCc1nccnc1C(=O)Nc1ccc(Br)cn1	i	i	i	i	-0.3	i	i	2	-2	i	i
CCc1c(C)sc(NC(=O)c2ccco2)c1C(=O)N1CCCCC1	i	i	i	i	-0.1	i	i	5	-5	i	i
CSc1ccccc1OCc1cc(C(=O)N(C)Cc2ccc3nsnc3c2)no1	i	i	i	i	2.2	i	i	-7	-9	i	i
Cc1ccc2c(c1)N(CC(=O)N(Cc1ccc3c(c1)OCO3)CC1CCCO1)C(=O)C(C)O2 (centres undefined)	i	i	i	i	-0.1	i	i	-1	-10	i	i
N#Cc1cc2c(cc1NC(=O)CCn1cnnn1)OCO2	i	i	i	i	-0.2	i	i	-58	9	i	i
COc1ccccc1NC(=O)Nc1cccc(C)n1	i	i	i	i	1.1	i	i	1	-3	i	i
Cc1nc(N)nc(N)c1/C=C/C(C)(C)c1ccc(Cl)cc1	x	i	i	i	-2.0	i	x	-1	97*	x	i
O=C(NCc1ccco1)/C(=C\c1ccco1)NC(=O)c1cccs1	i	i	i	i	0.1	i	i	12	-7	i	i
O=C(CN1C(=O)NC2(CCCCCCC2)C1=O)N1CCOCC1	i	i	i	i	-0.3	i	i	1	0	i	i
COc1ccc(OC)c(-n2c(-c3cnccn3)n[nH]c2=S)c1	i	i	i	i	-1.9	i	i	-2	5	i	i
CC1=NOC2(C1)N(C)c1ccccc1C2(C)C (centres undefined)	i	i	i	i	-0.2	i	i	-15	-7	i	i
Cc1ccc2cc(CN(CCCO)S(=O)(=O)c3cccc4nsnc34)c(=O)[nH]c2c1	i	i	i	i	-0.1	i	i	-4	-24	i	i
CC(=O)Nc1nc(SCc2cccc3ccccc23)n[nH]1	i	i	i	i	-0.1	i	i	3	6	i	i
Cc1ccccc1N/C(=N/S(=O)(=O)c1ccccc1)c1ccc(F)cc1	i	i	i	i	-0.7	i	i	-1	-1	i	i
CC(=O)N1CCN(c2nc3ccc([N+](=O)[O-])cc3s2)CC1	i	i	i	i	1.6	i	i	-3	-18	i	i
CCN(CCNCC(O)COCc1ccc(Cl)cc1)c1cccc(C)c1 (centres undefined)	i	i	i	i	-1.2	i	i	-1	-11	i	i
CCc1c(C)nc2ccc(Br)cc2c1Cl	i	i	i	i	0.2	i	i	2	2	i	i
O=C(c1ccccc1)c1cncc(Br)c1	i	i	i	i	1.6	i	i	3	1	i	i
C/C(=N\NC(=O)c1c(Cl)cnn1C)c1cccnc1	x	i	i	i	1.1	i	x	-3	-1	x	i
O=C(O)CCCN1C(=O)/C(=C/c2cn(-c3ccccc3)nc2-c2cccs2)SC1=S	x	i	i	i	0.0	i	x	0	u	x	i
CC(=O)NC(Cc1ccccc1F)C(=O)NC1CCN(C(=O)c2cnccn2)CC1 (centres undefined)	i	i	i	i	-0.1	i	i	-5	-1	i	i
CN1C(=O)/C(=C/C=C2\SCCN2C)SC1=S	x	i	i	i	4.0	i	x	14	1	x	i
Cc1ccc(N2N=C(C(=O)O)CCC2=O)cc1Cl	i	i	i	i	1.0	i	i	-4	0	i	i
COc1ccc(-c2csc(NC(C)c3nc4cc(C(=O)NCCCO)ccc4n3Cc3ccc(C)cc3)n2)cc1 (centres undefined)	i	i	i	i	0.3	i	i	-1	30	i	i
Cc1cc(NC(=O)CSc2ccc(-c3ccc(F)cc3)nn2)no1	i	i	x	i	-0.7	i	i	-2	-9	i	i
CC(C)CCN1C(=O)c2ccc(C(=O)Nc3c[nH]c(=O)[nH]c3=O)cc2C1=O	i	i	i	i	-0.1	i	i	2	x	i	i
O=C(c1ccco1)N1CCN(S(=O)(=O)c2ccc(C3CCCCC3)cc2)CC1	i	i	i	i	-0.4	i	i	9	10	i	i
O=C(Nc1ccc(S(=O)(=O)Nc2nccs2)cc1)c1cc(-c2ccccn2)nc2ccccc12	i	i	i	i	-0.3	i	i	0	10	i	i
COC(=O)c1ccc(CSc2cc(C)c3cc(C)cc(C)c3n2)o1	i	i	i	i	0.0	i	i	9	u	i	i
COc1ccc(NS(=O)(=O)c2cc(NC(=O)c3ccc(C)o3)ccc2N2CCCCC2)cc1	i	i	i	i	x	i	i	-13	14	i	i
Cc1ccc(S(=O)(=O)N2CCN(C(=O)COC(=O)/C=C/c3ccc(F)cc3)CC2)c(C)c1	i	i	i	i	-0.2	i	i	-5	-4	i	i
CCOCCc1nn2c(=O)cc(CSCC(=O)Nc3cccc(C)c3C)nc2s1	i	i	i	i	-0.9	i	i	-17	-6	i	i
O=C1c2c(O)cc(O)cc2O[C@H](c2ccc(O)c(O)c2)[C@@H]1O	i	i	i	i	0.0	i	i	-1	-1	i	i
Cc1cccc[n+]1CC(=O)Nc1ccccc1	i	i	i	i	-0.2	i	i	8	1	i	i
Cc1csc(NC(=O)C2CCN(S(=O)(=O)c3ccc4c(c3)oc(=O)n4C)CC2)n1	i	i	i	i	-0.3	i	i	-5	-5	i	i
CN(Cc1ccnc2ccccc12)C(=O)C1CCC(=O)N(Cc2ccccc2F)C1 (centres undefined)	i	i	i	i	-0.4	i	i	5	-4	i	i
Cc1cccc(-n2ccnc2SCC(=O)Nc2cc(C)on2)c1	i	i	i	i	-0.2	i	i	3	-2	i	i
c1ccc(C2=Nn3c(Cn4nnc5ccccc54)nnc3SC2)cc1	i	i	i	i	-0.2	i	i	-4	1	i	i
CC(=O)NC(c1ccc(Cl)cc1Cl)c1ccc2cccnc2c1O (centres undefined)	i	i	i	i	246*	i	i	-5	73*	i	i
COc1cccc(CN2CCN(Cc3ccc4c(c3)OCCO4)CC2CCO)c1 (centres undefined)	i	i	i	i	0.4	i	i	12	-14	i	i
S=C(Nc1ccc(Br)cc1)NC1CCN(Cc2ccccc2)CC1	i	i	i	i	-0.1	i	i	19	-6	i	i
CCOC(=O)c1sc2nc(SCC#N)n(CCCN3CCCC3=O)c(=O)c2c1C	i	i	i	i	-0.1	i	i	4	26	i	i
Cc1c(NC(=O)CN2C(=O)NC(C)(c3ccccc3)C2=O)c(=O)n(-c2ccccc2)n1C (centres undefined)	i	i	i	i	0.0	i	i	-4	2	i	i
CCN1CCN(C(=O)CCN2C(=O)COc3ccc(C)cc32)CC1	i	i	i	i	-0.4	i	i	9	6	i	i
Cc1cc(SCC(=O)N(C)C2CCS(=O)(=O)C2)nc2c(C)cccc12 (centres undefined)	i	i	i	i	-0.8	i	i	-6	-4	i	i
Nc1ccccc1C(=O)N/N=C1/C2CN3CCN(C2)CC1(Cc1ccccc1)C3	i	i	i	i	4.3	i	i	-1	-4	i	i
CN(c1ccccc1)c1ncccn1	i	i	i	i	0.1	i	i	-13	-4	i	i
CCO[C@@H]1OC(C(=O)N2CCCCCCC2)=C[C@H](C2CCCCC2)[C@H]1CCCO	i	i	i	i	-0.3	i	i	2	1	i	i
O=C(c1cc(-c2cccc(Cl)c2)on1)N1CCN(c2ccc(F)cc2)CC1	i	i	i	i	-0.3	i	i	14	8	i	i
COc1ccc(S(=O)(=O)N2CCC(=O)N2)cc1	i	i	i	i	0.0	i	i	0	2	i	i
N#CC1=C(N)NC(=S)C(C(N)=O)C1c1ccc(Cl)cc1Cl (centres undefined)	i	i	i	i	-0.4	i	i	-2	-13	i	i
CCn1c(SCC(=O)Nc2ccc(-c3nc4ccc(C)cc4s3)cc2)nnc1-c1ccccc1	i	i	i	i	3.6	i	i	1	2	i	i
CCOC(=O)c1ccc(NC(c2ccc(N(C)C)cc2)P(=O)(OC(C)C)OC(C)C)cc1 (centres undefined)	i	i	i	i	0.1	i	i	1	-3	i	i
CC(=O)c1cnc(-c2ccccc2)s1	x	i	i	i	0.6	i	x	-1	6	x	i
CNC(=O)c1c(NC(=O)CCS(=O)(=O)c2ccccc2)sc(C)c1C	i	i	i	i	-0.4	i	i	-19	-4	i	i
C/C(=N/NC(=O)CNC(=O)c1ccccc1F)c1ccc2c(c1)CCCC2	i	i	i	i	-0.3	i	i	12	-3	i	i
Cc1ccc(Cn2c(SCC(=O)N/N=C/c3ccccc3OCC(=O)O)nc3ccccc32)cc1	i	i	i	i	0.7	i	i	3	15	i	i

Further structures
SMILES	MrgX1 antagonist	TRPC6 activator	TRPC4 block	TRPC6 inh	HIF activator	RGS4 act	MrgX1 agonist	Platelet DG rel	SKKanGAS inh	MrgX1 PAM	RGS4 block
Cc1ccc(C(=O)CSc2nc(O)cc(=O)[nH]2)cc1C	i	i	i	i	-0.5	i	i	0	22	i	i
Cc1cc(C)c2c(=O)[nH]c(SCC(=O)N3CCCCC3)nc2n1	i	i	i	i	-0.2	i	i	9	3	i	i
CCCc1nc2c(sc3nc4c(cc32)COC(C)(C)C4)c(=O)o1	i	i	i	i	-0.5	i	i	3	22	i	i
CC(C)Cc1nc(SCC(=O)N2CCCCC2)c2c(=O)n(C)c(=O)n(C)c2n1	i	i	i	i	0.2	i	i	6	-2	i	i
